Assay outcomes from PubChem.
C2C12 statin: protects C2C12 myotubes from simvastatin toxicity; ATP luminescence, 48 h; scaled: DMSO 0, geranylgeraniol control 100; rescue of ATP level, % at 7.49 µM; actives 0.78% (n = 330,000);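 active = mean ATP rescue above about 67%, or every replicate alone reaching that limit, limit read from the data, passing the limit was not always enough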;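 also: myotubes were challenged with 10 µM simvastatin during compound exposure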
ERp5 inh: ERp5 (human) disulfide isomerase inhibition. Q15084. ERp5 insulin aggregation, absorbance 650 nm, 90 min. inhibition, % at 9.99 µM. actives 0.05% (n = 350,000);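 active = mean replicate inhibition above about 25%, with every replicate also reaching it, limit read from the data, passing the limit was not always enough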
Target sequence (Q15084 whole entry, looked up): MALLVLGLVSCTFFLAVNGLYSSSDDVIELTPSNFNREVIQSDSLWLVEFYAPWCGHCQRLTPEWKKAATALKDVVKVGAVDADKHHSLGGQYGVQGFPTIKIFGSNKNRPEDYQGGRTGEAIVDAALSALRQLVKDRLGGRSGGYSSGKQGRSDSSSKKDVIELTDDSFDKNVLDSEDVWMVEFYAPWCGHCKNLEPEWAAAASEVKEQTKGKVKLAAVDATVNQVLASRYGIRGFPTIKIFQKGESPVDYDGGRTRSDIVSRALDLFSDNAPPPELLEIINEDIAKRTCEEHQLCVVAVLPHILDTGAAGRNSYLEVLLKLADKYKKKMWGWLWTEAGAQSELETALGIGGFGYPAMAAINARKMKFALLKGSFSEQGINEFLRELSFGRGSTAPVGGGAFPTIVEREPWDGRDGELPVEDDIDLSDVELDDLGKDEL
ARNT TACC3 PPI: disrupts binding between human ARNT and TACC3; actives 0.66% (n = 390,000); Q9Y6A5; AlphaScreen His-ARNT PAS-B/GST-TACC3 binding, luminescence; TACC3 fragment carries E629A point mutation; inhibition, % at 9.99 µM; AID 623870;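 active = mean inhibition of replicates at least 50% and at least half of replicates each reaching 50%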;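 also: 0% = complete ARNT plus TACC3 wells and 100% = ARNT alone without TACC3; many hits fall short of the cut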
esBAF inh: inhibitors of esBAF chromatin remodeling in mouse ES cells; Bmi1-luciferase knock-in reporter, 24 h; 100% = twice the neutral-well signal; reporter increase, % at 12.5 µM; actives 2% (n = 350,000); AID 602393; in the data active = activation above about 40%;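 also: 0% = median of the plate's neutral control wells and 100% = double that signal; a rise in the Bmi1 reporter signal indicates esBAF inhibition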
SIRT5 inh: inhibitors of human sirtuin-5 desuccinylase | Q9NXA8 | Purified SirT5, succinyl-peptide AMC, trypsin-coupled fluorescence | inhibition, % at 15 µM | actives 1.1% (n = 330,000); in the data active = inhibition above about 15%
Target sequence (Q9NXA8 whole entry, looked up): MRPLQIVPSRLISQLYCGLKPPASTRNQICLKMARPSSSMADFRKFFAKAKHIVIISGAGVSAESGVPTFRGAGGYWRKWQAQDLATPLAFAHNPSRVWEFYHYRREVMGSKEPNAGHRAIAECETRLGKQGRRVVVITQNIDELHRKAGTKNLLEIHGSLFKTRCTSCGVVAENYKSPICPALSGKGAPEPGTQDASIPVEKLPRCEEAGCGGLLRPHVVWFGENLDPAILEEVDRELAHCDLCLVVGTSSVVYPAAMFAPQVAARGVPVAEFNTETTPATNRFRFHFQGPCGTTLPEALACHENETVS
miR-122 sensor: blocks miR-122 activity in Huh7 sensor cells; activation (reporter increase), % at 12.5 µM; actives 0.3% (n = 340,000); AID 602342; Huh7 miR-122 Renilla luciferase sensor, 48 h; neutral wells = 0, positive control = 100;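 active = mean replicate activation score at least 90 and every replicate individually at or above 90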;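 also: higher luciferase means less miR-122 activity so hits act as miR-122 inhibitors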
Cneo AK release: Cryptococcus neoformans lysis via adenylate kinase release; AID 651654; lysis activity, % at 15 µM; actives 0.2% (n = 360,000); C. neoformans lysis, adenylate kinase release luminescence, 4 h; normalised: neutral wells 0, clomiphene wells 100;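 active = mean lysis activity across replicates of at least 80%, whatever share of replicates individually reach that level; inactive = mean lysis activity below 80%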
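Test system: log-phase Cryptococcus neoformans yeast cells; Quantity: yeast cell density of 5 × 10^6 cells/mL; Buffer or medium: YPD; Doses: single compound concentration per well; Timing: 4 h at 37 °C static, read 1 h later; Measured by: AK luminescence; Read-out basis: lysis from increased AK signal; Control set: Clomiphene as positive control.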
* marks the source's active call; other numbers are inactive results; nt = not tested or not shown; [ ] = another dose, or the depositor's remark.

SMILES | C2C12 statin | ERp5 inh | ARNT TACC3 PPI | esBAF inh | SIRT5 inh | miR-122 sensor | Cneo AK release
O=C(O)c1cccnc1Sc1ncnc2sc3c(c12)CCC3 | -6 | 3 | -1 | 0 | -15 | -12 | 0
CCN1C(=O)CC2(C[N+]3(C)CCC2CC3)C1=O (stereo not drawn) | nt | 3 | -7 | nt | -2 | 2 | 0
O=C(CN1CCN(c2ccccn2)CC1)Nc1cccc(F)c1 | 2 | 2 | 2 | 3 | 0 | 4 | -1
CC1(C)Cc2nc3scc(NC(=O)c4ccccc4)c3cc2CO1 | -4 | 3 | nt | 1 | -1 | 1 | 12
CN1CCN(CCn2c(=S)[nH]c3ccccc3c2=O)CC1 | 4 | -1 | -1 | -3 | 0 | -8 | -1
COc1ccc(N2C(=O)CC(NNC(=O)c3cc(C)oc3C)C2=O)cc1 (stereo not drawn) | nt | 6 | 1 | nt | -9 | nt | nt
CC1CCCN(c2nc3c(c(=O)[nH]c(=O)n3C)n2Cc2ccccc2Cl)C1 (stereo not drawn) | nt | -4 | -2 | 0 | 4 | -4 | 1
CN(C)c1ncnc2c1ncn2[C@H]1CN(CCN2CCOCC2)C[C@@H](CO)O1 | -1 | 4 | nt | -3 | nt | 3 | -1
CCc1nc2c(OCCc3cccc(OC)c3)cccn2c1N(C=O)Cc1ccc(OC)cc1 | -5 | 0 | nt | -2 | 0 | 0 | 0
Cc1cccc(CCNC(=O)C2CCN(S(=O)(=O)c3ccccc3)CC2)c1 | nt | 1 | 3 | nt | -5 | nt | nt
CC(=O)Nc1cccc(NC(=O)c2cccc(S(=O)(=O)N3CCN(Cc4ccccc4)CC3)c2)c1 | -4 | -1 | 3 | -8 | 1 | 2 | 4
COC(=O)c1cc(C(=O)N(Cc2ccccc2)c2ccccn2)cc([N+](=O)[O-])c1 | nt | 2 | 3 | nt | -5 | 4 | 0
Cc1cc(NC(=O)CSc2nnc3c4c(C)c(C)sc4ncn23)no1 | 12 | 1 | 0 | -9 | 1 | nt | 1
CO[C@H]1CN(C)C(=O)c2cc(NS(=O)(=O)c3ccccc3)ccc2OC[C@H](C)N(Cc2cccnc2)C[C@H]1C | 5 | 0 | 0 | 2 | 0 | nt | 0
Cc1cccc(NC(=O)CCCNC(=O)c2ccc(Cl)cc2)n1 | 6 | -1 | -1 | 4 | -4 | -1 | 7
Cc1cc(Br)ccc1NC(=O)CN(C)C(=O)Cn1c(=O)cnc2ccccc21 | 12 | -2 | 1 | -3 | 0 | -4 | 4
CCCNc1cc(C)c(C#N)c2nc3ccccc3n12 | -9 | nt | -5 | -5 | nt | 1 | 1
CN(C)CC(=O)N[C@H]1CC[C@H](CC(=O)NCCN2CCCCC2)O[C@H]1CO | 8 | -13 | 1 | 2 | 0 | nt | -4
CCOc1ccc(CNCc2ccccc2Cl)cc1 | nt | -9 | 8 | nt | -4 | 0 | nt
CC(=O)Nc1ccc(S(=O)(=O)Oc2ccc(N3C(=O)C4CCCCC4C3=O)cc2)cc1 (stereo not drawn) | 124* | -4 | -11 | 9 | -2 | -1 | 1
COc1cc(C(=O)OC(C)C(=O)NC2CCCCC2C)c([N+](=O)[O-])cc1OC (stereo not drawn) | 9 | 3 | nt | -2 | 0 | nt | 5
CN1CCN(C(=O)CNC(=O)Cc2ccc(Cl)cc2)CC1 | -4 | 0 | 1 | 1 | 0 | -5 | -2
C=CCC1(C(=O)N(C)Cc2ccccc2)CCN(C(=O)OC(C)(C)C)CC1 | nt | -3 | -8 | nt | nt | -2 | 0
COc1ccccc1/C=C/CN1CCC(CO)(Cc2ccccc2)CC1 | nt | -1 | 24 | nt | -5 | nt | nt

A portion of the results above:
SMILES | C2C12 statin | ERp5 inh | ARNT TACC3 PPI | esBAF inh | SIRT5 inh | miR-122 sensor | Cneo AK release
O=C(O)c1cccnc1Sc1ncnc2sc3c(c12)CCC3 | -6 | 3 | -1 | 0 | -15 | -12 | 0
CCN1C(=O)CC2(C[N+]3(C)CCC2CC3)C1=O (stereo not drawn) | nt | 3 | -7 | nt | -2 | 2 | 0

(listing goes on)
SMILES | C2C12 statin | ERp5 inh | ARNT TACC3 PPI | esBAF inh | SIRT5 inh | miR-122 sensor | Cneo AK release
Cc1c(Nc2nc3ccccc3nc2NS(=O)(=O)c2cccs2)c(=O)n(-c2ccccc2)n1C | 6 | nt | -9 | 9 | nt | -12 | 0
CCc1ccc(Nc2cc(=O)n(C3CCCCC3)c(=O)[nH]2)cc1 | -52 | nt | -1 | 21 | nt | 5 | 3
COc1ccccc1OCCNC(=O)CCNC(=O)c1ccccc1OC | -5 | 2 | -3 | 9 | -2 | 2 | 0
COCC(=O)NC[C@@H]1[C@H](c2ccc(C3=CCCC3)cc2)[C@@H](CO)N1C(=O)C1CC1 | -7 | -1 | -10 | -5 | 4 | -75[16.7 µM] | 0
CC(C)NC(=O)N(C)C[C@@H]1Oc2ncc(C#CCc3ccccc3)cc2C(=O)N([C@@H](C)CO)C[C@@H]1C | 1 | 1 | nt | -6 | -2 | -5[16.7 µM] | -2
Cc1ccc(-c2nn(-c3cccc(F)c3)cc2CNCc2cccnc2)o1 | -3 | 4 | -1 | 20 | 3 | -8 | 2
CC(c1nc2ccccc2c(=O)[nH]1)N(C)c1ccc2ccccc2c1 (stereo not drawn) | nt | nt | -2 | nt | nt | 38 | 0
CC(C)(C)NC(=O)C1CCCN(S(=O)(=O)c2cccc3cccnc23)C1 (stereo not drawn) | 6 | 0 | -4 | -4 | nt | nt | 1
Cn1c(SCC(=O)Nc2cccnc2Cl)nc2ccccc21 | 0 | -3 | -6 | 4 | nt | -1 | 4
COc1ccc(NC(=O)c2ccc(Cc3ccc(C)cc3)o2)cc1 | 0 | nt | -4 | 23 | nt | 6 | 1
Cn1c2ccccc2c(=O)c2ccc(-c3ccc4c(c3)OCO4)cc21 | -4 | 3 | 5 | 49* | nt | 5 | 0
CC1CCN(CCNC(=O)CN(C)S(=O)(=O)c2cccc3nsnc23)CC1 | -22 | nt | -1 | 1 | nt | 8 | -1

Record cards (already shown).
`Cn1c(SCC(=O)Nc2cccnc2Cl)nc2ccccc21` in the list: C2C12 statin = 0; ERp5 inh = -3; ARNT TACC3 PPI = -6; esBAF inh = 4; SIRT5 inh = nt; miR-122 sensor = -1; Cneo AK release = 4
`CC1CCN(CCNC(=O)CN(C)S(=O)(=O)c2cccc3nsnc23)CC1` in the list: C2C12 statin = -22; ERp5 inh = nt; ARNT TACC3 PPI = -1; esBAF inh = 1; SIRT5 inh = nt; miR-122 sensor = 8; Cneo AK release = -1
`CC(C)(C)NC(=O)C1CCCN(S(=O)(=O)c2cccc3cccnc23)C1` (stereo not drawn) in the list: C2C12 statin = 6; ERp5 inh = 0; ARNT TACC3 PPI = -4; esBAF inh = -4; SIRT5 inh = nt; miR-122 sensor = nt; Cneo AK release = 1

Additional entries:
SMILES | C2C12 statin | ERp5 inh | ARNT TACC3 PPI | esBAF inh | SIRT5 inh | miR-122 sensor | Cneo AK release
O=C(O)Cc1sc(NCCc2ccccc2)nc1-c1ccc(F)cc1 | 7 | 1 | 3 | 5 | -4 | -7 | 8
CC1CCCCN1CCCNC(=O)C1CCN(c2nnc(-n3cccc3)s2)CC1 (stereo not drawn) | 1 | -8 | 1 | 3 | -1 | -2 | -4
CCOc1cc(C=C(C#N)C#N)ccc1Oc1ccc([N+](=O)[O-])cn1 | nt | 3 | 5 | nt | -2 | nt | nt
O=[N+]([O-])c1cc(C(F)(F)F)ccc1NC1CCN(Cc2ccccc2)CC1 | 12 | 8 | 30 | -8 | -2 | 1 | 3
CCNC(=O)Nc1ccc2c(c1)C(=O)N(C)[C@H]1CC[C@H](CC(=O)NCC3CC3)O[C@H]1CO2 | 16 | nt | 1 | -2 | nt | -20[16.7 µM] | 1
CN(C)c1ccc(/C=[N+](\[O-])C2N(c3ccccc3)C(=S)SC2(C)C)cc1 (stereo not drawn) | nt | -4 | nt | nt | -2 | 6 | 2
C#CCOCCOCCOCCNc1nc(N2CCN(C(=O)C([C@@H](C)CC)n3cc(C(N)Cc4ccc(O)cc4)nn3)CC2)nc(N2CCN(C(=O)[C@H](CCC(=O)O)n3cc(C(N)CO)nn3)CC2)n1 (stereo partly drawn) | 15 | nt | 2 | 0 | nt | -2 | 8
O=C(c1c(F)cccc1F)N1CCCc2ccccc21 | -4 | 1 | 6 | 11 | -4 | -4 | 8
NS(=O)(=O)c1ccc(CNC(=S)NC2CCCCC2)cc1 | 7 | -5 | -9 | -1 | -1 | -5 | -1
CC(C)NC(=O)Nc1ccc2c(c1)CC(=O)N([C@H](C)CO)C[C@H](C)[C@H](CN(C)C(=O)NC(C)C)O2 | 21 | -2 | -4 | -1 | -4 | -2[16.7 µM] | 1
COc1ccccc1-c1ccc2n(c1=O)C[C@H]1[C@H](CO)[C@@H](C(=O)NC3CCC3)N(C(=O)NC(C)C)[C@@H]21 | -34 | 1 | 0 | 2 | -15 | -1[16.7 µM] | -2
CC(C(=O)N(C)CC(=O)Nc1ccccc1C(F)(F)F)N1C(=O)c2ccccc2C1=O (stereo not drawn) | 1 | 6 | -16 | -1 | -1 | -4 | 0
S=C(NC1CCCCC1)N1CCCCC1 | nt | 3 | 1 | nt | 10 | nt | nt
CN(c1ccccc1)S(=O)(=O)c1nnc(NC(=O)c2ccco2)s1 | 5 | 3 | -18 | 2 | -1 | -2 | -1
CCOc1ccc(NC(=O)CN(C)C(=O)CCc2ccccc2Cl)cc1OCC | nt | 9 | -10 | nt | -1 | -3 | 3
O=C(NCC[C@H]1CC[C@H](NS(=O)(=O)Cc2ccccc2)[C@@H](CO)O1)C1CCCCC1 | 1 | 14 | -11 | 2 | 0 | nt | 3
Cc1c(O)c(=O)n(-c2ccccc2)n1C | 8 | -4 | -6 | -3 | -6 | -3 | 5
O=C(C[C@H]1C=C[C@H](NC(=O)C2CCC2)[C@@H](CO)O1)NC1CCC1 | 0 | 3 | -8 | 1 | -7 | 0[16.7 µM] | 91*
CSc1ccc(S(=O)(=O)Nc2c(C)cccc2C)cc1 | -4 | nt | 0 | -4 | nt | nt | 0
Cc1ccc(N=Cc2c(C)[nH]n(-c3nc4ccccc4[nH]3)c2=O)cc1 | nt | 0 | 36 | nt | 1 | -6 | -19
Cc1noc(C)c1NC(=O)Nc1ccc2c(c1)C(=O)N([C@H](C)CO)C[C@H](C)[C@@H](CN(C)C)O2 | 2 | 4 | 4 | -2 | -3 | -4[16.7 µM] | -3
COc1ccc(-c2cc(-c3ccco3)[nH]c(=O)c2C#N)cc1OC | -8 | 5 | 2 | -9 | 4 | -4 | 1
CCOC(=O)C1=C(CC)OC(N)=C(C#N)C1c1ccc(F)cc1F (stereo not drawn) | nt | 7 | -4 | nt | -1 | nt | nt
COc1ccc(C(O)c2nc(-c3ccc(Cl)cc3)cs2)cc1 (stereo not drawn) | 9 | 1 | nt | 5 | -2 | -1 | 2
Cc1ccccc1-n1nnnc1SCCCC(=O)c1ccc(F)cc1 | -8 | 0 | -7 | -7 | -6 | 0 | 0
C[C@@H]1CN([C@@H](C)CO)C(=O)CCCn2nncc2CO[C@H]1CN(C)C(=O)Nc1ccccc1 | 0 | 2 | -2 | 1 | 3 | -4[16.7 µM] | 0
CCc1ccc(OCC(=O)NNC(=O)c2cc3ccccc3o2)cc1 | 81* | -2 | -10 | -5 | -3 | 2 | 2
CC(C(=O)Nc1ccccn1)c1ccccc1 (stereo not drawn) | 7 | 1 | -21 | -2 | 1 | 2 | 0
O=C(NCc1ccco1)c1ccc2[nH]c(=O)c(=O)[nH]c2c1 | 5 | 1 | -12 | -3 | -2 | 13 | 0
O=C(Nc1cccc(S(=O)(=O)N2CCCCC2)c1)C1=NN(c2ccccc2)C(=O)CC1 | -6 | 0 | -8 | 6 | 2 | 26 | 0
O=C(Nn1cnnc1)c1ccc([N+](=O)[O-])cc1 | -3 | 1 | -2 | -6 | 1 | 4 | -3
CC1=C(C(=O)OC(C)C)C(c2cccnc2)n2ncnc2N1 (stereo not drawn) | 6 | 7 | 1 | 2 | 1 | -8 | -2
O=C(c1cccs1)N1CCCC(N2CCN(c3cccc(C(F)(F)F)c3)CC2)C1 (stereo not drawn) | 4 | 1 | 4 | 3 | 2 | -4 | 1
